Compound activity: PubChem, National Center for Advancing Translational Sciences (NCATS)
HT1080-NT tox: kills 2HG-producing HT-1080-NT fibrosarcoma cells | HT-1080-NT fibrosarcoma viability, CellTiter-Glo ATP luminescence, 48 h | Potency, µM (top dose mostly 46.1 µM), inactives show at the highest dose activity, negative = less viability, most hits filed as cytotoxic | 360,000 tested, 1.6% active;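 also: NT is the 2HG producing partner of a matched IDH1 knockdown line; potency is read from the fitted curve at half-maximal effect; 0% = DMSO-treated cells and -100% = media-only wells without cells; nearly all actives have a fitted effect of over 55% in size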
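HT-1080-NT fibrosarcoma cells (2HG-overproducing), 750 cells/well in RPMI with 5% FBS, dosed after 2 h and incubated 48 h at 37C. CellTiter-Glo luminescence normalized to DMSO and no-cell wells; concentration-response curves fitted and classed.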
IL1B secr inh: inhibitors of inflammasome signaling (IL-1 beta secretion) | THP-1 LPS/ATP IL-1B secretion, AlphaLISA, 16 h; hits give low values | activity change, % at 57.5 µM | 360,000 tested, 4.7% active; in the data active = activity change below about -50%; inconclusive = mostly about -30% to -49%; also: % is scaled to controls: 0 for no effect and ±100 for the full control effect
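THP-1 cells pretreated 1 hr with compounds (up to 57.5 uM final), then stimulated with LPS (250 ng/mL final) plus ATP (1.25 mM final); secreted IL-1B measured by AlphaLISA after 16 hr, decreased signal indicating inhibition.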
KB-3-1 tox: kills parental KB-3-1 adenocarcinoma cells; KB-3-1 viability, CellTiter-Glo ATP luminescence, 72 h; Potency, µM (titrated, usually from 46.1 µM), for the others: at the top dose activity change, negative = cytotoxic, actives largely listed as cytotoxic; 400,000 tested, 1.4% active; also: potency is read from the fitted curve at half-maximal effect; % is scaled to controls: 0 for no effect and ±100 for the full control effect; nearly all actives have a fitted effect of over 60% in size
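KB-3-1 cells, DMEM (no phenol red) + 10% FBS; compound by pin transfer, 72 h, 37 °C. Readout: CellTiter-Glo luminescence after 10 min. Data normalized, curve-fitted.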
SW480 rereplic: inducers of DNA re-replication in SW480 colon cancer cells; SW480 DNA re-replication, Hoechst DNA content imaging, 48 h; Potency, µM (top dose mostly 46.1 µM), for the others: at the highest dose re-replication activation, hits mostly activators; 340,000 tested, 1.8% active; AID 624297; also: potency is read from the fitted curve at half-maximal effect; % of control where 0% means no effect; nearly all actives have a fitted effect of over 55% in size
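Per well, 250 cells were exposed to pinned compound for 48 hr. Nuclear DNA was visualised with Hoechst (40 min, 37 C) and total object intensity recorded by fluorescence scanning.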
WRN helicase inh: WRN helicase (human) inhibition. 360,000 tested, 0.46% active. Q14191. AID 651768. WRN helicase unwinding, fluorescent forked duplex, kinetic. Potency, µM (titrated, usually from 114 µM), inactives show at the top dose activity change, negative = inhibition, hits mostly inhibitors; also: potency is read from the fitted curve at half-maximal effect; % is scaled to controls: 0 for no effect and ±100 for the full control effect; nearly all actives have a fitted effect of over 55% in size
Target sequence (Q14191 whole entry, looked up): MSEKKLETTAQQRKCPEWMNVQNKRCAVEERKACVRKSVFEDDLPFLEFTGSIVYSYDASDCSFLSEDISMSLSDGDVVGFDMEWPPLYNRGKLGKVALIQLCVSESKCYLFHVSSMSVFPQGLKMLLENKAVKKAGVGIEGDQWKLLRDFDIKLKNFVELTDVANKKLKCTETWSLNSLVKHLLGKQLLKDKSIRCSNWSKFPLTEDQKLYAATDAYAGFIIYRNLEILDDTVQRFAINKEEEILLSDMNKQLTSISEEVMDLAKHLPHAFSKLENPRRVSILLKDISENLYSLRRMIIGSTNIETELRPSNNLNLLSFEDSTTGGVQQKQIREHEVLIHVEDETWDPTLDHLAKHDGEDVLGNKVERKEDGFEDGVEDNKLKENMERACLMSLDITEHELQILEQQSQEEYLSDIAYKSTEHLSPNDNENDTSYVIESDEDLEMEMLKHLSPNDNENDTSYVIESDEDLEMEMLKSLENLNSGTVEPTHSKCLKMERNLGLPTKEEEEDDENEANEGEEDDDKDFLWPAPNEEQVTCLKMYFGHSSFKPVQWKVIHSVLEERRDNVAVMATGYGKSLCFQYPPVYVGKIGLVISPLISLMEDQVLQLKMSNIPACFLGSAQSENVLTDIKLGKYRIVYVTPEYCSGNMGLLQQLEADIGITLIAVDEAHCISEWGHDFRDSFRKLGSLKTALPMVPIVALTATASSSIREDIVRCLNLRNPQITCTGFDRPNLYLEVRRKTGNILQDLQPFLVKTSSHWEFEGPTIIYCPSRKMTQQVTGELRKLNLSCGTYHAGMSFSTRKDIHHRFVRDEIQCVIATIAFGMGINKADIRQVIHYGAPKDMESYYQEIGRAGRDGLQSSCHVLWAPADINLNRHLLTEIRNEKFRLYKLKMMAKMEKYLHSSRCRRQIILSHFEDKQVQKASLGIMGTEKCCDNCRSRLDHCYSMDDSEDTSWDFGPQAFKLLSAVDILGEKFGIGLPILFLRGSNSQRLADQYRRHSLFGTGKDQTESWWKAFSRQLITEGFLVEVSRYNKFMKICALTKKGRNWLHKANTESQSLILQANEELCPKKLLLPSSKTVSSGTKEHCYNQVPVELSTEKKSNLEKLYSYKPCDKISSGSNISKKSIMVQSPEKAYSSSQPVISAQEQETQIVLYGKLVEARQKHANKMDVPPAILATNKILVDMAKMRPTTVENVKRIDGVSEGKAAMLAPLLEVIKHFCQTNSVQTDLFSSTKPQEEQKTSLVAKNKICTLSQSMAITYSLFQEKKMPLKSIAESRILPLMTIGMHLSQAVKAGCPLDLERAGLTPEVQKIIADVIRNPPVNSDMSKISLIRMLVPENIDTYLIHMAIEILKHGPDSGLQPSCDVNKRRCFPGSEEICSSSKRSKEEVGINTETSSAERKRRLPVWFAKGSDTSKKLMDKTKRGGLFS
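Fluorescence dequenching readout, ex 525 nm/em 598 nm, kinetic mode: forked duplex DNA (100 nM final) with adjacent fluorophore and quencher unwound by WRN (20 nM final) with 2 mM ATP. Compound preincubation 15 min, room temperature.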
ATXN2 expr inh: inhibitors of ATXN2 expression; AID 1745845; Potency, µM (series often up to 57 µM), for inactives: at the highest dose activity change, negative = inhibition, most hits filed as inhibitors; 360,000 tested, 0.72% active; HEK-293 ATXN2-luciferase reporter, luminescence, 24 h; also: potency is read from the fitted curve at half-maximal effect; % is scaled to controls: 0 for no effect and ±100 for the full control effect; nearly all actives have a fitted effect of over 55% in size
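qHTS (up to 57 uM final) was run with 24 h compound exposure of reporter cells at 37 °C. Each well was multiplexed: SteadyGlo luminescence measured ATXN2-luciferase expression after a fluorogenic Gly-Phe-AFC viability readout (25 uM final).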
KB-V1 MDR tox: KB-V1 MDR subline cytotoxicity; KB-V1 MDR cells viability, CellTiter-Glo, 72 h; Potency, µM (top dose mostly 46.1 µM), for the others: at the highest dose activity change, negative = cytotoxicity, actives largely listed as cytotoxic; 400,000 tested, 3.4% active; AID 1347076; also: potency is read from the fitted curve at half-maximal effect; % is scaled to controls: 0 for no effect and ±100 for the full control effect; nearly all actives have a fitted effect of over 60% in size
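Cytotoxicity via CellTiter-Glo luminescence after 72 h compound exposure at 37 degrees C. Cells: drug-selected KB-V1 line, DMEM phenol-red free plus 10% FBS. Compounds tested at multiple concentrations; normalized data fitted to concentration-effect curves.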
HT1080 IDH1KD tx: kills HT-1080 cells with IDH1 knockdown | HT-1080 IDH1 knockdown viability, ATP luminescence, 48 h | Potency, µM (top dose mostly 46.1 µM), without a hit: at the highest dose activity, negative = toxicity, actives largely listed as cytotoxic | 360,000 tested, 2% active | AID 686971;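 also: potency is read from the fitted curve at half-maximal effect; 0% = DMSO wells and -100% = cell-free medium wells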
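% activity derives from luminescence (CellTiter-Glo), normalised to DMSO and no-cell wells. HT-1080-IDH1KD cells, 750/well, had 48 h compound exposure at 37 °C.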
MCF10A rerep: inducers of DNA re-replication in MCF 10A breast cells. 350,000 tested, 2.9% active. AID 624296. Potency, µM (series often up to 46.1 µM), for inactives: top-dose activity, positive = re-replication, usual class: activators. MCF 10A DNA re-replication, Hoechst nuclear intensity, 48 h; also: potency is read from the fitted curve at half-maximal effect; % of control where 0% means no effect; nearly all actives have a fitted effect of over 50% in size
* marks the source's active call; other numbers are inactive results; ? = inconclusive; / = not tested or not shown; [ ] = dose if it differs, or a comment. Unless noted, calls follow the shape of the dose curve; as a rule, active = well fitted curve in the direction sought with a large enough effect; inconclusive = small, poorly fitted or top-dose-only effect, or another doubt; inactive = no such curve, though single readings can be large; an effect the other way counts as inactive or inconclusive.

Preview:
Short forms – A = HT1080-NT tox; B = IL1B secr inh; C = KB-3-1 tox; D = SW480 rereplic; E = WRN helicase inh; F = ATXN2 expr inh; G = KB-V1 MDR tox; H = HT1080 IDH1KD tx; I = MCF10A rerep
COc1cc(NC(=O)C/C(C)=N/NC(=O)c2cccs2)c(OC)cc1Cl
  A: ? | B: 12 | C: 11% | D: ? | E: -2% | F: 49%[activator] | G: -1% | H: -26% | I: ?

O=C1CCCC/C=C\C[C@H](CC(=O)N(CCO)Cc2ccccc2)C(=O)NCCO1
  A: 11% | B: 9 | C: 0% | D: -47%[inhibitor] | E: 1% | F: 7% | G: 0% | H: 10% | I: -7%

CC(C)(C)OC(=O)N[C@@H](Cc1ccccc1)C(=O)N1CCC(C(=O)O)CC1
  A: 19% | B: 1 | C: -11% | D: 3% | E: 3% | F: 0% | G: 0% | H: 16% | I: -4%

All compounds of this part, repeating the preview:
Short forms – A = HT1080-NT tox; B = IL1B secr inh; C = KB-3-1 tox; D = SW480 rereplic; E = WRN helicase inh; F = ATXN2 expr inh; G = KB-V1 MDR tox; H = HT1080 IDH1KD tx; I = MCF10A rerep
COc1cc(NC(=O)C/C(C)=N/NC(=O)c2cccs2)c(OC)cc1Cl
  A: ? | B: 12 | C: 11% | D: ? | E: -2% | F: 49%[activator] | G: -1% | H: -26% | I: ?

O=C1CCCC/C=C\C[C@H](CC(=O)N(CCO)Cc2ccccc2)C(=O)NCCO1
  A: 11% | B: 9 | C: 0% | D: -47%[inhibitor] | E: 1% | F: 7% | G: 0% | H: 10% | I: -7%

CC(C)(C)OC(=O)N[C@@H](Cc1ccccc1)C(=O)N1CCC(C(=O)O)CC1
  A: 19% | B: 1 | C: -11% | D: 3% | E: 3% | F: 0% | G: 0% | H: 16% | I: -4%

COc1cnn(-c2ccc(Br)cc2)c(=O)c1SCc1ccccc1
  A: 6% | B: -7 | C: -10% | D: 18% | E: -10% | F: 45%[activator] | G: ? | H: -2% | I: ?

O=C(CNC(=O)c1ccc(F)cc1)Nc1ccccc1C(F)(F)F
  A: 12% | B: 11 | C: 16% | D: -4% | E: -4% | F: 5% | G: 12% | H: 17% | I: 2%

CCOC(=O)c1c(C)[nH]c(C(=O)CSc2ccc(Cl)cc2)c1C
  A: -14% | B: 9 | C: 1% | D: 2% | E: -4% | F: 34%[activator] | G: 18µM* | H: ? | I: 29%

N#CC1=C(SCc2ccccc2)NC2=C(C(=O)CCC2)C1c1ccc2c(c1)OCO2 (configuration not stated)
  A: -4% | B: -2 | C: -31% | D: -3% | E: -5% | F: 2% | G: -4% | H: -23% | I: 12%

CC(C)N(C(=O)[C@H]1C[C@H](CC(=O)NCCC2=CCCCC2)C(=O)N2CCc3c([nH]c4cc(-c5ccco5)ccc34)[C@]12C)C(C)C
  A: -27% | B: -69* | C: 23µM* | D: 9% | E: 1% | F: ? | G: ? | H: ? | I: 27%

O=C(N[C@@H](Cc1ccccc1)C(=O)N1CCN(S(=O)(=O)c2ccc(F)cc2)CC1)c1ccco1
  A: 12% | B: 6 | C: 0% | D: -2% | E: 6% | F: 3% | G: -24% | H: 10% | I: -2%

CNC(=S)N(CCc1c(C)[nH]c2ccccc12)Cc1cc(OC)c(OC)c(OC)c1
  A: -7% | B: -13 | C: 1% | D: ? | E: -4% | F: 1% | G: -7% | H: -1% | I: 14%

C=CC[C@@H](CC(=O)N[C@@H](CO)Cc1ccccc1)C(=O)N[C@H](C)COC(=O)[C@@H](CC=C)Cc1ccc(F)cc1
  A: 6% | B: 16 | C: 25% | D: -2% | E: -6% | F: -2% | G: 18% | H: 6% | I: -5%

Cc1cc2cc(C)c(NCCNC(=O)c3ccccc3)nc2cc1C
  A: -19% | B: 17 | C: 0% | D: 12% | E: 2% | F: / | G: 14% | H: -14% | I: 2%

CCCCCCOc1ccc(N2C(=O)CC(SC(=NCC)NCC)C2=O)cc1 (configuration not stated)
  A: 2% | B: 0 | C: -2% | D: -69%[inhibitor] | E: 6% | F: 2% | G: 0% | H: -2% | I: ?

Cn1c(N2CCN(C(=O)NCc3ccccc3)CC2)nc2ccccc21
  A: 10% | B: -3 | C: 3% | D: -2% | E: -5% | F: 3% | G: -3% | H: 9% | I: 1%

COc1ccc(C(C)NC(=O)C2CCN(CCOc3ccc(Cl)cc3Cl)CC2)cc1OC (configuration not stated)
  A: 23µM* | B: -24 | C: ? | D: / | E: -6% | F: ? | G: ? | H: ? | I: /

O=C(/C=C/c1ccc2c(c1)OCO2)c1ccco1
  A: 0% | B: -96* | C: -10% | D: ? | E: -1%[11.6 µM] | F: 15% | G: -10% | H: 1% | I: ?

CCn1cc(-c2cc(C(=O)O)c3ccccc3n2)cn1
  A: -31% | B: 38 | C: ? | D: -4% | E: 9% | F: ? | G: ? | H: ? | I: -7%

CCC(Sc1nc2ccccc2c(=O)[nH]1)C(=O)O (configuration not stated)
  A: 4% | B: 22 | C: 1% | D: -15% | E: -1% | F: / | G: 11% | H: 0% | I: 0%

Cc1cc(C(=O)NC2CCCCC2)c(C)o1
  A: 16% | B: 13 | C: 6% | D: -5% | E: 6% | F: 2% | G: -2% | H: 10% | I: 10%

O=C(NCc1ccccn1)Nc1ccc(Br)cc1
  A: 0% | B: -4 | C: 22% | D: 25% | E: 6% | F: 11% | G: ? | H: 6% | I: -1%

Cc1nc2ccc(S(=O)(=O)NCC(=O)N3CCCC(C)C3)cc2s1 (configuration not stated)
  A: -2% | B: 11 | C: 1% | D: 9% | E: 1% | F: -10% | G: -5% | H: -1% | I: -11%

COc1ccccc1CNC(=O)CN1C(=O)CSc2ccc(S(=O)(=O)N3CCCC3)cc21
  A: 2% | B: -14 | C: 7% | D: -4% | E: -2% | F: / | G: 6% | H: -2% | I: 10%

COc1ccc(NC(=O)/C(C#N)=C/c2ccc(Br)o2)cc1
  A: 12% | B: -5 | C: -1% | D: -1% | E: ? | F: 31% | G: 11% | H: 7% | I: -20%

OC(COc1ccccc1)Cn1c2ccccc2c2ccccc21 (configuration not stated)
  A: ? | B: 0 | C: 2% | D: / | E: -24% | F: -4% | G: -7% | H: ? | I: ?

COc1ccc(C(=O)NCCNc2nc3cc(C)cc(C)c3cc2C#N)c(OC)c1
  A: 13% | B: 0 | C: 0% | D: / | E: 5% | F: / | G: -21% | H: 5% | I: /

C=CCOC(=O)C1=C(C)N=c2s/c(=C3\C(=O)N(CC(=O)O)c4ccccc43)c(=O)n2C1c1ccc(OC)cc1 (configuration not stated)
  A: 0% | B: 10 | C: 5% | D: -1% | E: 3% | F: 30%[activator] | G: 17% | H: -5% | I: 13%

O=C(Cc1cccc2ccccc12)Nc1ccc2c(c1)C(=O)NC2=O
  A: -15% | B: -4 | C: 23% | D: -7% | E: -29%[57.1 µM] | F: -13%[11.3 µM] | G: 1% | H: -15% | I: -1%

CC(C)Cn1c(CN(C)Cc2ccccc2)nc2c1c(=O)n(C)c(=O)n2C
  A: -1% | B: 28 | C: -16% | D: 0% | E: 0% | F: -13% | G: 18% | H: -5% | I: 13%

O=C(CN(c1ccccc1)S(=O)(=O)c1ccccc1)NCCSc1ccccn1
  A: 1% | B: 45 | C: 7% | D: -1% | E: -4% | F: -30% | G: ? | H: -4% | I: -2%

CN(C)/C=N/C(=S)Nc1ccc(F)cc1
  A: 13% | B: -3 | C: 13% | D: 0% | E: -2% | F: 13% | G: 15% | H: 8% | I: -6%

CCCOC(=O)c1ccc(Cl)c(NC(=O)c2ccc(-c3ccccc3)cc2)c1
  A: 1% | B: 23 | C: 7% | D: 1% | E: -1% | F: -4% | G: -19% | H: 0% | I: -2%

CCc1cccc2c(C(=O)CSc3nncn3C)c[nH]c12
  A: 1% | B: 20 | C: 20% | D: -6% | E: -2% | F: 26% | G: -7% | H: 9% | I: -2%

N#C/C(=C/c1ccco1)c1nc2ccccc2s1
  A: -6% | B: -17 | C: 4% | D: 2% | E: -1% | F: 82%[activator] | G: ? | H: -4% | I: ?

C=C(C)C1CC=C(CN2CCC(O)CC2)CC1 (configuration not stated)
  A: 4% | B: -3 | C: -14% | D: -1% | E: -1% | F: -7% | G: -15% | H: 4% | I: 1%

CC(c1ccc(Cl)cc1)n1c(-c2ccc3ccccc3n2)n[nH]c1=S (configuration not stated)
  A: 4% | B: 21 | C: -17% | D: 17% | E: -24% | F: 1% | G: -11% | H: 10% | I: ?

O=C(O)c1cccc2c1-c1c(cccc1[N+](=O)[O-])C2
  A: -1% | B: 16 | C: 3% | D: -3% | E: -6% | F: 6% | G: ? | H: -20% | I: -31%[inhibitor]

CCCCN(C)C(=O)c1nc2ccccn2c1CNCCCn1nnc2ccccc21
  A: 3% | B: 16 | C: 8% | D: -10% | E: -7% | F: 0% | G: -5% | H: 0% | I: -1%

CCC(C)(C)NC(=O)C(c1ccccc1)N(Cc1cccs1)C(=O)Cn1nnc2ccccc21 (configuration not stated)
  A: 1% | B: -9 | C: 3% | D: 3% | E: 12% | F: -4% | G: -5% | H: 1% | I: ?

Cc1nc(NC2=NCN(Cc3cccnc3)CN2)nc2ccccc12
  A: 22% | B: 14 | C: -16% | D: -4% | E: 21% | F: 2% | G: 8% | H: -22% | I: 8%

CCOC(=O)N1CCN(S(=O)(=O)c2ccc(C)cc2)C1
  A: -4% | B: -13 | C: -24% | D: ? | E: 6% | F: / | G: 0% | H: 2% | I: -1%
